High-throughput results from PubChem.
SF1 activator: activators of human SF-1, primary screen, cell-based, CHO-K1, Gal4-SF-1 LBD, luciferase luminescence. Steroidogenic factor 1 (Homo sapiens), Q13285. CHO-K1 Gal4-SF-1 LBD luciferase reporter; % increase over DMSO SF-1-specific signal. hit rate 1.9% among 65,000. activation, % at 10 µM;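 active = activation above the mean activation of all tested compounds plus 3 SD, cut at about 50% in these data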
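Assay system: CHO-K1 cells co-transfected with Gal4 DBD–human SF-1 LBD, 5xGal4 luciferase reporter / Input: 4,000 cells per well / Incubation: 20 h compound exposure at 37 °C after 1 h cell settling / Detection: SteadyLite luciferase luminescence / Control set: DMSO negative control and −SF1 background wells / Replication: one test per compound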
S1P3 ag: human S1P3 receptor agonists, primary screen, cell-based, primary and confirmation, NFAT-BLA reporter. Sphingosine 1-phosphate receptor 3 (Homo sapiens), Q99500. hit rate 0.1% among 60,000. activation, % at 4.5 µM. S1P3 NFAT-BLA reporter cells, agonism, FRET ratio; relative to 1 µM S1P, basal subtracted;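 active = activation above the screen-wide mean plus 3 SD, cut at about 4.5% in these data, passing the limit was not always enough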; also: some compounds called inactive have numbers as strong as hits
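material = human S1P3 NFAT-BLA reporter CHO cells | schedule = 4 h compound at 37 °C, 2 h substrate at RT | measured by = fluorescent BLA substrate, ex 405 nm, em 460/535 nm ratio | controls = 1 µM S1P reference | replication = primary once, confirmation triplicate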
AP ELISA ortho: alternative complement pathway inhibitors, primary screen, biochemical, ELISA, human serum, orthogonally pooled compounds. LPS-coated ELISA, C3 deposition; tested in compound mixtures. inhibition, % at 5 µM. hit rate 0.08% among 62,000;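 active = inhibition above 30% in each of the two pooled mixtures holding the compound, so the lower value exceeds 30%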;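 also: 0% = serum in Mg-EGTA without compound and 100% = EDTA serum blank; some compounds past the cut are filed as inactive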
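Assay system: Human serum alternative complement pathway, C3 deposition on LPS-coated wells | Incubation: 1 h serum-compound exposure at 37 °C | Doses: 5 µM per compound in ten-compound mixtures | Read-out: Percent inhibition | Technique: ELISA with HRP anti-human C3 antibody, TMB substrate, absorbance 450 nm | Replication: Two pool placements per compound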
5-HT1A blocker: human 5-HT1a receptor antagonists, primary screen, cell-based, CHO, Ga15 NFAT-bla reporter; hit rate 0.68% among 62,000; CHO 5-HT1a Ga15 NFAT-bla reporter, antagonist mode; 5-hydroxytryptamine receptor 1A (Homo sapiens), P08908; inhibition, % at 10 µM;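 active = inhibition above the mean of all tested compounds plus 3 SD, cut at about 43% in these data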;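 also: receptor stimulated by 5-CT agonist at 100 nM near EC80; beta-lactamase reporter measured by ratiometric fluorescence of a cleavable substrate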
Target sequence (P08908 whole entry, looked up): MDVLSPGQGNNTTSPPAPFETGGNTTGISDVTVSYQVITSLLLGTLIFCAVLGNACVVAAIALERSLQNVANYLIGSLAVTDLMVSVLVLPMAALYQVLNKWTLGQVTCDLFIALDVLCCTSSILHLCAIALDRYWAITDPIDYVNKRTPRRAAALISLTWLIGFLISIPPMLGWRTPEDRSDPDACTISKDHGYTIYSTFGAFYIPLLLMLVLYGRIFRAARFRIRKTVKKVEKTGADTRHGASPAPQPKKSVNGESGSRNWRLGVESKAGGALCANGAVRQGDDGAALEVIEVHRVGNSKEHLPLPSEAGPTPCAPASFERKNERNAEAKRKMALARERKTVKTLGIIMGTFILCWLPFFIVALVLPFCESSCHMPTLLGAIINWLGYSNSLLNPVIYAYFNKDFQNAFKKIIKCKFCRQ
HTR1E agonist: 5-HT1E receptor agonists, primary screen, cell-based, HTS; 5-hydroxytryptamine receptor 1E (Homo sapiens), P28566; CHO 5-HT1E Ga15 NFAT-bla reporter, FRET; 0% DMSO wells, 100% control agonist wells; activation, % at 6 µM; hit rate 0.69% among 65,000;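 active = activation above a set limit, the screen-wide mean activation plus 3 SD, cut at about 8.5% in these data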;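 also: 100% = positive control agonist at 1 µM giving full maximal response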
S1P1 ag-PAM: S1P1 agonists and agonism potentiators, primary screen, cell-based, primary and confirmation screens, CRE-bla reporter | S1P1 CRE-bla cells, forskolin, beta-lactamase FRET, potentiator mode; S1P1 agonist co-added at EC20, 2 nM; 100% = saturating reference agonist, 0% = basal | activation, % at 9.5 µM | hit rate 0.57% among 56,000;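 active = activation above a cutoff set at the mean activation of all tested compounds plus 3 SD, cut at about 54% in these data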;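 also: forskolin at 4 µM as EC80 and the EC20 agonist is SEW2871; 100% = SEW2871 at its EC100 plus forskolin at EC80; some compounds past the cut are filed as inactive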
Target sequence (P21453 whole entry, looked up): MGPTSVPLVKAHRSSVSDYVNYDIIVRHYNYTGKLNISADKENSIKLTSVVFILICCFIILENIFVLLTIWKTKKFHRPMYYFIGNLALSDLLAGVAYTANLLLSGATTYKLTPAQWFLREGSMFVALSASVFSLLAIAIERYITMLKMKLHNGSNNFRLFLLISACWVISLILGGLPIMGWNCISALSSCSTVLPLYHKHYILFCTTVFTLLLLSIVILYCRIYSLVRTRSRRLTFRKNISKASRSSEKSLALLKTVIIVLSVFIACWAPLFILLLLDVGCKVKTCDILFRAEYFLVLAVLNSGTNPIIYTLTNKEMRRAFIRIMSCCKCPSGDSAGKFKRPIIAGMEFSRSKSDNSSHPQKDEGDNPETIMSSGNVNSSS
HTR1E antagonist: 5-HT1E receptor antagonists, primary screen, cell-based, HTS; inhibition, % at 6 µM; AID 571, 2007; hit rate 0.99% among 65,000; CHO 5-HT1E Ga15 NFAT-bla reporter, FRET, antagonist; 5-hydroxytryptamine receptor 1E (Homo sapiens), P28566;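 active = inhibition above a set limit, the mean inhibition across every tested compound plus 3 SD, cut at about 29% in these data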;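 also: signal is the 460 over 535 nm emission ratio of beta-lactamase substrate; 0% = agonist plus DMSO wells and 100% = wells without agonist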
RORa activator: activators of orphan receptor RORA, primary screen, cell-based, luminescence; Nuclear receptor ROR-alpha (Homo sapiens), P35398; CHO-K1 Gal4-RORA LBD luciferase reporter; percent increase over mock-subtracted basal signal; activation, % at 10 µM; hit rate 1.5% among 65,000; AID 560, 2006;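 active = activation above the mean of all tested compounds plus 3 SD, cut at about 49% in these data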;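 also: 0% = DMSO-treated RORA cells and 100% = added signal equal to DMSO minus mock-transfected cells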
tolC growth inh: growth inhibitors of E. coli tolC mutant, primary screen, strain BW25113 ΔtolC::kan, 384-well. OD615. growth inhibition, % at 10 µM (by protocol). hit rate 2.2% among 65,000. AID 573, 2007;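 active = growth inhibition at or above a cutoff equal to the mean over every tested compound plus 3 SD, cut at about 60% in these data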;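 also: growth measured after 20 h incubation at 37 °C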
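Test system: tolC-deleted E. coli BW25113 | Medium: LB with kanamycin 50 µg/mL | Compound dosing: Single concentration, 10 µM final per compound | Schedule: 37 °C, 20 h exposure | Measured by: OD at 615 nm | Evaluation: Percent growth inhibition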
* marks the source's active call; other numbers are inactive results; nt = not tested or not shown.

SMILES	SF1 activator	S1P3 ag	AP ELISA ortho	5-HT1A blocker	HTR1E agonist	S1P1 ag-PAM	HTR1E antagonist	RORa activator	tolC growth inh
COc1cc2cc(C(c3nnnn3C3CCCC3)N3CCc4ccccc43)c(=O)[nH]c2cc1OC (centres undefined)	-9	0.4	-3	5	0.0	-16	-7	0	-19
CCC1Oc2ccc(C)cc2N(Cc2cccc(C)c2)C1=O (centres undefined)	4	nt	4	11	-0.3	nt	25	-7	53
COCCn1c(SCC(=O)Nc2cc(Cl)ccc2OC)nc2c(c1=O)SC(C)C2 (centres undefined)	6	0.9	12	6	-0.1	-8	7	22	15
CC(OC(=O)CCCN1C(=O)c2ccccc2C1=O)C(=O)Nc1ncc(Cl)cc1Cl (centres undefined)	14	-1.7	-36	3	-3.0	-8	7	-14	6
CC(C)(C)c1ccc(-c2noc(CCC(N)=O)n2)cc1	-88	-0.9	-4	-7	-0.7	-7	0	-88	19
CCOC(=O)C1CCN(S(=O)(=O)Cc2ccccc2)CC1	0	-0.9	nt	-3	-1.1	-6	3	-9	1
CC1CC(C)CN(c2nc3c(c(=O)n(C)c(=O)n3C)n2CCSc2nc3ccccc3o2)C1 (centres undefined)	0	0.4	16	-8	0.2	-6	-7	-11	-6
COc1ccc(Cl)cc1NC(=O)CSc1nnc(-c2ccncc2)n1CC1CCCO1 (centres undefined)	14	-0.4	5	3	0.1	-11	-2	7	6
Cc1ccc(NC(=O)CSCC(=O)O)c(C)c1	-12	-0.3	11	-8	-0.1	-34	1	-12	-14
O=S(=O)(NCc1ccc(Cl)cc1)c1cnc[nH]1	10	0.0	-7	-3	-0.3	2	5	-6	-16
O=C1CN(C(=O)c2ccco2)C(c2ccccc2)c2cc(Cl)ccc2N1 (centres undefined)	-25	-0.4	19	5	0.2	-6	5	-14	6
CS(=O)(=O)N(CC(=O)N1CCOCC1)c1ccc2c(c1)OCO2	2	-0.5	-9	-2	-0.3	-4	-9	-14	-13
COc1cc(OC)cc(C(=O)N2CCN(Cc3ccccc3C(F)(F)F)CC2)c1	-2	0.1	-15	-21	0.0	-57	-2	-3	25
Cc1cc(NC(=O)COc2ncnc3sc(C)c(C)c23)no1	11	nt	5	-13	0.9	nt	-9	-2	9
O=C(CCSc1nnc(-c2ccncc2)o1)Nc1ccccc1	14	-0.7	-1	0	-0.8	0	-8	-6	-6
CCOC(=O)CN(C(=O)Cn1nnc2ccccc21)C(C(=O)NCCOC)c1ccccc1 (centres undefined)	15	-0.4	-1	7	0.9	-4	-1	-2	-23
NC(=O)c1ccccc1NS(=O)(=O)Cc1ccccc1	-15	-1.5	2	13	-0.9	-9	2	1	-5
COc1ccc(NC(=O)c2ccco2)cc1NC(=O)c1cccnc1	4	-1.6	13	11	0.0	-6	4	20	-6
CN(C)C(CNC(=O)c1cccs1)c1cccnc1 (centres undefined)	-9	1.3	18	-5	0.8	-6	-5	3	-9
CCOC(=O)CNC(=O)CSc1nc(C)cc(C)c1C#N	16	0.3	8	-8	0.3	-10	0	1	-18
c1ccc(-c2nnc3sc(-c4csc5c4CCCC5)nn23)cc1	-15	2.5	-10	22	1.4	-44	1	3	22
CC(C)(C)C(=O)NC(C(N)=O)=C(Cl)Cl	0	0.0	7	-5	-1.1	-30	10	-12	-21
COCC(=O)Nc1nnc(Cc2ccc(OC)c(OC)c2)s1	16	-1.3	nt	-1	0.7	-5	9	-16	-2
C/C(=C(\C#N)C(=O)NCCN1CCOCC1)N(C)C	-6	-0.7	-3	3	1.1	-18	2	39	-22
N#CC(C(N)=O)=C1CCC2(CC1)OCCCCO2	6	-0.6	31	-8	-1.6	-11	-10	3	-18

Next part
SMILES	SF1 activator	S1P3 ag	AP ELISA ortho	5-HT1A blocker	HTR1E agonist	S1P1 ag-PAM	HTR1E antagonist	RORa activator	tolC growth inh
C=CCc1ccc(OCC(O)COCC)c(OC)c1 (centres undefined)	36	-2.0	13	13	-0.1	5	7	29	-13
CCC(Sc1nc2n[nH]c(C)c2c(=N)n1-c1cc(Cl)ccc1C)C(=O)N1CCOCC1 (centres undefined)	3	-1.0	-15	-12	0.8	-44	11	-12	-18
CCc1nc2c(cnn2-c2ccc(Cl)cc2)c(=O)n1-c1ccc2c(c1)OCCO2	5	-1.3	2	-10	-0.7	10	2	-6	30
O=S(=O)(c1ccccc1)N1CCC(N2CCN(c3ccccc3)CC2)CC1	-11	-4.8	nt	nt	-1.1	9	12	-5	3
Cc1c(NC(=O)COc2ncnc3ccccc23)c(=O)n(-c2ccccc2)n1C	2	-0.4	20	-16	-0.6	-39	-5	8	-26
Cc1cc(C)c2c(=O)c3c(oc2c1)C(=O)N(CCO)C3c1cccc(O)c1 (centres undefined)	-6	-0.7	6	-12	0.2	-15	0	-10	26
CCOC(=O)CC(=O)CSc1nc2sc(C)cc2c(=O)n1Cc1ccco1	-12	-0.8	-17	4	0.8	nt	13	-20	-6
Cc1ccc(C(C)n2cc(C(=O)NCCN3CCN(C)CC3)nn2)cc1 (centres undefined)	7	nt	-5	-10	0.1	nt	6	-11	-14
CC(NC(=O)c1cn(C)c2ccc(S(=O)(=O)N3CCCC3)cc2c1=O)c1ccc2c(c1)OCCO2 (centres undefined)	8	nt	12	3	-0.8	nt	-5	0	28
COc1ccc(OC)c(NC(=O)C2C3C=CC(C3)C2C(=O)NCc2ccccn2)c1 (centres undefined)	11	-1.4	nt	6	-0.7	3	7	13	-10
COc1ccc(NC(=O)CCC2CCCC2)cc1OC	7	-0.2	20	-4	-0.7	5	22	-18	6
CCC(=O)Nc1sc2c(c1C#N)CC(C)(C)NC2(C)C	3	nt	11	2	-0.5	nt	-2	6	-16
COc1ccc(NC(=O)c2ccco2)cc1NC(=O)c1ccco1	-8	-0.8	19	-13	-0.5	8	-1	-13	-12
Cc1nc(NS(=O)(=O)c2cccs2)c2c3c(sc2n1)CCC3	2	-0.3	5	8	-0.5	22	1	-23	20
CCOc1ccc(NC(=O)CS(=O)CC(=O)NC2CCCc3ccccc32)cc1 (centres undefined)	-1	-0.1	-10	-16	-0.8	-19	-4	4	-19
CCOC(=O)C1=C(c2ccccc2)Nc2nc(C)nn2C1c1cccc(OC)c1OC (centres undefined)	-10	-0.3	4	-11	1.1	-9	1	6	14
CCC(C)N(CC(=O)NCc1ccc(OC)cc1)C(=O)c1csnn1 (centres undefined)	4	-0.4	13	-5	-1.0	7	9	9	-11
CC(C)=CC/C=C1\CCC(C(=O)O)C(C(=O)O)C1 (centres undefined)	8	-1.3	9	-19	0.8	-1	-14	-18	-18
COc1ccccc1OCc1nc(C#N)c(N2CCC(C(N)=O)CC2)o1	4	0.3	1	-13	0.5	8	-8	-30	-7
COc1ccc(C2C(C#N)=C(N)OC(C(C)(C)C)=C2C#N)cc1OC (centres undefined)	-12	-0.9	9	-2	0.5	-20	16	-13	-15
CN1C[N+]([O-])=C(c2ccccc2)C1(C)C	-10	-0.4	8	-10	-0.7	-18	3	-7	2
Cc1cc(C)nc(N2CCCC(C(=O)NC3CCCC3)C2)n1 (centres undefined)	0	-0.4	-6	7	-0.5	-1	5	-18	7
CCOC(=O)CC1(CC(=O)OCC)NC(=O)c2c(C)sc(C(=O)OCC)c2N1	12	-0.8	23	-7	0.2	6	1	17	2
O=C(Cn1cc(C(F)(F)F)ccc1=O)N1CCN(S(=O)(=O)c2ccccc2)CC1	-4	-0.1	12	-11	0.9	3	-5	-3	-18
Cc1cc(C(=O)NCCCn2ccnc2)sc1-c1ccccc1	-6	-1.1	2	6	0.2	22	2	6	19

Next part:
SMILES	SF1 activator	S1P3 ag	AP ELISA ortho	5-HT1A blocker	HTR1E agonist	S1P1 ag-PAM	HTR1E antagonist	RORa activator	tolC growth inh
Cc1nnc(NC(=O)CSc2cn(Cc3ccccc3)c3ccccc23)s1	-11	-0.9	18	14	-0.7	-18	0	12	-7
COc1ccc(C(=O)NCc2ccccc2OC)cc1	-4	-1.0	-5	7	0.0	-4	-1	-1	14
CCOC(=O)N1CCC(NC(=O)Cn2nc(Cc3ccncc3)c3ccccc3c2=O)CC1	-12	-0.5	18	3	-0.7	-27	-9	-1	-15
C=CCn1c(SCC(=O)Nc2c(C)cccc2C)nnc1-c1cnccn1	-8	-0.1	5	-20	0.9	4	-9	-1	-5
COCc1cc(C)n(CC(=O)Nc2ccccc2OC)c(=O)c1C#N	-3	-2.7	2	-4	-0.4	-8	-15	12	-15
CC/C(=N\O)c1ccc(O)c(OC)c1	-13	0.0	8	-9	0.3	-4	-19	-15	-15
Cc1cc(C)nc(NS(=O)(=O)c2ccc(Br)s2)c1	-8	-0.2	12	8	-0.2	-16	-3	-9	12
O=C(C1CCN(c2nnnn2-c2ccccc2)CC1)N1CCN(c2ccccc2)CC1	5	0.1	-3	-3	-0.6	6	1	2	2
O=C(CCNS(=O)(=O)c1ccc(Br)s1)NC1CCCC1	-9	-0.5	2	1	0.4	-16	-5	-14	5
CCOC(=O)C(NS(=O)(=O)c1ccc(Br)cc1)C(C)C (centres undefined)	-15	nt	-2	-11	-0.8	nt	3	-1	3
CCOC(=O)C1=C(C)NC2=C(C(=O)CCC2)C1c1ccc(N(C)C)cc1 (centres undefined)	-1	-0.7	18	-9	1.0	-19	6	-14	9
O=C1c2ccccc2C(=O)N1CCc1nc(-c2cccnc2)no1	-19	-0.5	14	-5	0.8	nt	-7	-3	-10
CC(C)Cn1cc(C(=O)NCC2CCCO2)c2c3ccccc3n(C)c2c1=O (centres undefined)	-7	-0.5	14	15	-0.9	7	15	16	-40

Of the compounds above, these have fluorine.
SMILES	SF1 activator	S1P3 ag	AP ELISA ortho	5-HT1A blocker	HTR1E agonist	S1P1 ag-PAM	HTR1E antagonist	RORa activator	tolC growth inh
COc1cc(OC)cc(C(=O)N2CCN(Cc3ccccc3C(F)(F)F)CC2)c1	-2	0.1	-15	-21	0.0	-57	-2	-3	25
O=C(Cn1cc(C(F)(F)F)ccc1=O)N1CCN(S(=O)(=O)c2ccccc2)CC1	-4	-0.1	12	-11	0.9	3	-5	-3	-18
